TEAD-YAP inh: TEAD-YAP interaction inhibition, primary screen, TEAD-YAP interaction inhibitor project, luminescence, HEK-TIYL cells | TEAD-Gal4/YAP UAS-luciferase luminescence | inhibition, % at 9.12 µM | 640,000 tested, 1.4% active; in the data active means inhibition above about 32%;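 further: 0% = median of test compound wells and 100% = reference inhibitor wells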
GPR151 activ: activators of human GPR151, primary screen, cell-based, PathHunter beta-arrestin, luminescence | G-protein coupled receptor 151 (Homo sapiens), Q8TDV0 | PathHunter beta-arrestin GPR151 cells | activation, % at 11.2 µM | 650,000 tested, 1% active | AID 1508602, 2020; in the data active means activation above about 4.9%;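 further: 0% = median of compound wells and 100% = cells with positive control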
Target sequence (Q8TDV0 whole entry, looked up): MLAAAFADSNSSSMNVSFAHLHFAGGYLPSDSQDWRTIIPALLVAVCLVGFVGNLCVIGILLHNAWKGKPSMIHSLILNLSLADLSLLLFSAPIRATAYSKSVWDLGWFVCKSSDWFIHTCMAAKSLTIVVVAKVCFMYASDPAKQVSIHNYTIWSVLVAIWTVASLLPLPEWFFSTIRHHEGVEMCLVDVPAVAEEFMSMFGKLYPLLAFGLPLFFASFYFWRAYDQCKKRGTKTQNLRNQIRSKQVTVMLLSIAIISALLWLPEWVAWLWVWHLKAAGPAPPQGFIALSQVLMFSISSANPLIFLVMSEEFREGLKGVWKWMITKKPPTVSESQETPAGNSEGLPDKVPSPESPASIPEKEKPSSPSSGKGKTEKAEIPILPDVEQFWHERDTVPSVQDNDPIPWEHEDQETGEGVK
MITF primary: MITF inhibitors, primary screen, biochemical, AlphaScreen, human | Microphthalmia-associated transcription factor (Homo sapiens), O75030 | AlphaScreen MITF homodimerization, bead proximity signal | inhibition, % at 2.6 µM | 650,000 tested, 0.91% active | AID 1259374, 2018; in the data active means inhibition above about 50%;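 further: 0% = vehicle wells with protein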
Target sequence (O75030 whole entry, looked up): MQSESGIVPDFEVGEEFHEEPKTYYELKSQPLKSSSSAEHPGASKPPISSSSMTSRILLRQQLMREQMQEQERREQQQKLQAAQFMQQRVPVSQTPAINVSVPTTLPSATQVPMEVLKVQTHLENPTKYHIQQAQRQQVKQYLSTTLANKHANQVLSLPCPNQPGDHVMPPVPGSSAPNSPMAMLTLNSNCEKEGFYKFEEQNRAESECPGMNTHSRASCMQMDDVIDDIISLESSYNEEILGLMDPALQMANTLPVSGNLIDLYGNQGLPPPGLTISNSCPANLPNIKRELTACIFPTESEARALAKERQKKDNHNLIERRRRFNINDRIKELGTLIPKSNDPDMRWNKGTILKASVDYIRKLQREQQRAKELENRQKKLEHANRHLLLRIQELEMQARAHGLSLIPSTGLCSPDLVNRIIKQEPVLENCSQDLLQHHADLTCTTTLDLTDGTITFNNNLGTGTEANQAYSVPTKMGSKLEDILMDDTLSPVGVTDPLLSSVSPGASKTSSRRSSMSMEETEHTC
FBW7 act: FBW7 E3 ligase activators, primary screen, biochemical, AlphaScreen, human; F-box/WD repeat-containing protein 7 (Homo sapiens), Q969H0; AlphaScreen FBW7–phospho-cyclin E peptide binding, activator screen; normalized activity (activation), % at 26.1 µM; 650,000 tested, 0.13% active; AID 1259310, 2017; in the data active means normalized activity above about 1.9%;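 further: purified mutant Fbw7 with reduced substrate affinity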
Numbers without * were called inactive.

SMILES	TEAD-YAP inh	GPR151 activ	MITF primary	FBW7 act
O=C1c2ccccc2C(=O)C12OC2c1ccc(Cl)cc1Cl (stereo not given)	-11	-1.7	-5	0.0
O=C(CNCCCN1CCOCC1)Nc1ccc(OC(F)(F)F)cc1	13	-0.1	34	0.6
CCN1CCN(S(=O)(=O)c2cccc3cccnc23)CC1	-9	0.8	11	0.7
Cc1cccc(NC(=O)CS(=O)(=O)c2ccccc2)n1	15	-0.4	1	0.1
O=C1/C(=C/NCc2ccncc2)SC2C=CC=CC12 (stereo not given)	-12	1.1	-5	0.0
Cc1occc1C(=O)NC(C)C1CCCO1 (stereo not given)	-3	0.0	-24	0.1
COc1cc(OC)cc(-c2nc3n(n2)C(c2ccc(F)cc2)C2=C(CCCC2=O)N3)c1 (stereo not given)	-9	0.6	-4	0.2
Cc1cc(N(CC(=O)NCCC2=CCCCC2)S(C)(=O)=O)ccc1Br	4	3.1	-10	0.0
CCOc1ccc(CN2CCN(Cc3ccc(OC)cc3)CC2)cc1	4	2.8	58*	-0.2
Cn1c(N/N=C/c2ccc(Cl)cc2)nc2sc3c(c2c1=O)CC(C)(C)OC3	11	-0.3	4	-0.1
COc1ccc(CNC(=O)/C(C#N)=C\c2ccc(N(C)C)c(Br)c2)cc1	-8	0.0	-31	0.0
CCOc1ccc2c(c1)n(CO)c(=S)n2CO	8	-0.5	2	-0.1
Cc1ccccc1N=c1oc2ccc(Br)cc2cc1-c1nc2ccccc2[nH]1	-12	-1.3	8	0.1
Cc1[nH]c(-c2ccc(F)cc2)cc1C(=O)NCc1cccs1	2	-0.4	11	-0.1
COc1cc(Cn2c(=O)[nH]c3ncc(-c4ccco4)nc32)cc(OC)c1OC	-13	0.3	5	0.4
COc1ccc(/C(O)=C2\C(=O)C(=O)NC2c2ccc([N+](=O)[O-])cc2)cc1 (stereo not given)	-7	1.1	6	0.1
Cc1ccccc1N(CC(=O)NC(C)(C)C)C(=O)CCC(=O)Nc1nccs1	0	5.7*	8	0.1
CC(C)c1ccc2oc(-c3ccc(Cl)c(NC(=O)c4ccc(F)cc4)c3)nc2c1	0	1.6	14	0.3
CCc1c(C)sc(NC(=O)c2cccnc2)c1C#N	6	0.7	-20	0.1
Cc1noc(C)c1COC(=O)c1cc2ccccc2cc1O	-2	-0.6	10	0.5
O=C(CNCc1ccccc1F)Nc1ccccc1N1CCOCC1	-12	-0.7	74*	0.2
COCC(C)NC(=O)C(=O)c1c(C)n(C)c2ccccc12 (stereo not given)	7	0.4	4	0.1
O=C1CCC(=O)N1c1ccc(NC2CCN(Cc3ccccc3)CC2)c([N+](=O)[O-])c1	14	0.8	4	0.5
CCCN(S(=O)(=O)c1ccc(OCC)cc1)S(=O)(=O)c1cc(OC)ccc1OC	1	-1.4	1	0.0
Nc1ccc([N+](=O)[O-])cc1N=Cc1ccc(Cl)cc1Cl	-42	1.4	3	0.0

A few values from the list:
In FBW7 act, COc1ccc(/C(O)=C2\C(=O)C(=O)NC2c2ccc([N+](=O)[O-])cc2)cc1 (stereo not given) has the entry 0.1
In FBW7 act, Cc1noc(C)c1COC(=O)c1cc2ccccc2cc1O has the entry 0.5
In MITF primary, CCOc1ccc2c(c1)n(CO)c(=S)n2CO has the entry 2
In FBW7 act, O=C1/C(=C/NCc2ccncc2)SC2C=CC=CC12 (stereo not given) has the entry 0.0
In FBW7 act, CCCN(S(=O)(=O)c1ccc(OCC)cc1)S(=O)(=O)c1cc(OC)ccc1OC has the entry 0.0

(list continues)
SMILES	TEAD-YAP inh	GPR151 activ	MITF primary	FBW7 act
COc1ccc(CC(=O)Nc2ccc3c(c2)CCC3)cc1	-4	0.6	7	0.1
Nc1nc(NCc2ccccc2)nc(NCc2ccccc2)c1[N+](=O)[O-]	3	0.3	-1	0.1
COc1ccccc1C(=O)Nc1nc2c(C)cc(C)cc2s1	-11	-0.3	5	-0.1
S=C(NCc1cccnc1)Nc1cccc(Cl)c1	-6	-1.1	26	0.6
COc1cc2c(cc1OC)C(COc1ccc(F)cc1)N(C(=O)/C=C/c1ccccc1)CC2 (stereo not given)	-11	1.8	8	0.0
CCn1c2ccccc2c2cc(CNCCc3ccc(OC)c(OC)c3)ccc21	8	0.3	21	-0.1
CC(=O)C(Sc1ccccc1[N+](=O)[O-])C(C)=O	4	-0.3	5	0.2
O=C(CSc1cccc[n+]1[O-])Nc1ccccc1Cl	-6	-1.2	15	0.8
CC(NC(=O)Cn1nc(C(=O)O)c2ccccc2c1=O)C12CC3CC(CC(C3)C1)C2 (stereo not given)	-18	-0.4	3	-0.1
C=CCNC(=O)C(=O)NCc1ccccc1Cl	-7	-0.1	12	0.4
Cc1cccc(-n2nc([N+](=O)[O-])c(=Nc3ccccc3Br)n2O)c1	-1	-0.3	22	0.1
CC1(C)CC(=O)c2cnc(NC(=O)C3CC3)nc2C1	-7	-0.9	3	0.4
CCOc1cccc2c1OC(c1cccc(OC)c1OC)N1N=C(c3cccnc3)CC21 (stereo not given)	-3	0.4	13	0.5
Cc1cc(N2CCCC(C(=O)O)C2)n2ncnc2n1 (stereo not given)	-9	-1.1	9	0.2
CCOc1ccc(C2C(C(=O)OC(C)CC)=C(C)NC3=C2C(=O)CC(c2ccc(OC)cc2)C3)cc1 (stereo not given)	2	-0.7	11	1.0
CCOC(=O)CSc1nc2cc(OCC)ccc2cc1C#N	-77	-0.3	-1	1.4
COc1cccc(-n2c(=S)sc3c(=O)n(-c4ccc(F)cc4)c(SCC(=O)NCc4ccccc4)nc32)c1	-10	-0.3	9	0.5
CC(Cc1ccccc1)N1C(=O)c2cccc([N+](=O)[O-])c2C1=O (stereo not given)	6	-1.1	-3	-0.2
COCCNc1nc(-c2ccc(OC)cc2)ccc1C(=O)N1CCN(C)CC1	-6	0.0	-12	0.1
CC1=C(C#N)c2nc(N)c(C#N)c(C)c2/C1=C\c1ccc(N(C)C)cc1	9	-0.9	-9	-0.5
COC(=O)c1cccc(NC(=O)CSc2nnc(-c3ccc(Cl)cc3)n2C)c1	6	0.6	6	0.2
COc1ccc(-n2c(=S)[nH]c3cc(C(=O)NCc4ccc5c(c4)OCO5)ccc3c2=O)cc1	2	1.2	-9	-0.1
NC(=O)c1ccccc1NC(=O)c1ccc(CN2CCOCC2)cc1	36*	-0.1	24	-0.2
CC(C)(C)C(=O)Nc1nnc(-c2ccc(Cl)cc2)s1	-39	-1.2	-4	-0.1
Cc1cc(N2CCN(c3cccc(Cl)c3)CC2)n2nnnc2n1	9	-0.8	24	0.0
(continued)
SMILES	TEAD-YAP inh	GPR151 activ	MITF primary	FBW7 act
CC(C)Cn1cnc2c(=O)oc3ccccc3c21	-13	-1.5	-18	0.0
CN1CCN(c2nc3c(c(=O)[nH]c(=O)n3C)n2CCCc2ccccc2)CC1	0	3.8	17	-0.2
CN(CCc1ccccn1)C(=O)c1cc2n(n1)C(C(F)(F)F)CC(c1ccc(Cl)cc1)N2 (stereo not given)	-6	0.0	15	0.6
Cc1ccc(C)c2sc(OC3CCN(C(=O)c4cccc(C#N)c4)CC3)nc12	-9	0.6	4	0.5
COc1ccc(CC(=O)Nc2c3c(nn2-c2ccc([N+](=O)[O-])cc2)CSC3)cc1OC	-7	-1.9	4	-0.1
CCOC(=O)C1CCN(S(=O)(=O)c2ccc(C)c(C)c2C)CC1	11	-1.7	10	0.7
CN1C(C(=O)NC(C)(C)C)=CC(c2ccco2)=NS1(=O)=O	3	-2.0	9	-0.1
Cc1sc2nc(CN3CCOCC3)nc(N3CCOCC3)c2c1C	4	-2.1	20	-0.2
CCOC(=O)c1nc(C)n(-c2ccc(Cl)cc2[N+](=O)[O-])n1	1	0.9	9	-0.1
CCCSc1nnc(CSc2ncccn2)n1-c1ccc(F)cc1	6	0.3	-3	-0.1
CN(C)c1ccc(NC(=O)COc2ccc(Br)cc2)cc1	-4	-1.2	22	0.5
COCCNC(=O)c1ccc(OC)cc1	-2	4.9*	-1	0.6
CCOc1c(Br)cc(C2Nc3ccc([N+](=O)[O-])cc3C3C=CCC32)cc1OC (stereo not given)	-10	1.0	12	-0.1
Cc1ccc(N(C(C)C(=O)NCCSC(C)(C)C)S(C)(=O)=O)cc1 (stereo not given)	7	1.1	14	-0.1
CC(C)(CO)CNC(=O)CCc1nnc(C2(c3ccc(Cl)cc3)CCC2)o1	-19	-0.4	15	0.2
Cc1sc2ncn3c(=O)n(CC(=O)NCc4ccco4)nc3c2c1C	-6	-0.7	-3	-0.1
Cc1ccc(C2N3CC4(C)CN2CC(C)(C3)C4O)cc1 (stereo not given)	-4	-1.9	5	-0.1
CC(C)NC(=S)NC(=O)c1cccs1	-14	0.1	5	0.0
COc1ccc(C(N)c2ccccc2)cc1 (stereo not given)	-2	-0.9	11	1.1
Cc1ccc(OC(=O)c2cncc(Br)c2)cn1	6	0.2	10	0.0
O=C(Nc1ccc([N+](=O)[O-])cc1)C1CCC1	-5	1.3	-2	-0.2
OCCC1CN(Cc2cn[nH]c2-c2cccc(F)c2)CCN1Cc1ccccc1 (stereo not given)	-1	0.1	-4	-0.1
CC(=O)c1cccc(NC(=O)c2ccsc2NC(=O)COc2ccccc2)c1	17	2.6	9	0.1
Cc1ccccc1NC(=O)c1ccc(F)c(S(=O)(=O)NC2CCCCCC2)c1	-1	-0.3	4	0.3
CCN(CC)C(=O)CSc1nc(C)nc2sc3c(c12)CCC(C)C3 (stereo not given)	-5	-0.7	-2	0.0

An excerpt from above in order of molecular weight, smallest number first.
SMILES	TEAD-YAP inh	GPR151 activ	MITF primary	FBW7 act
CC(C)Cn1cnc2c(=O)oc3ccccc3c21	-13	-1.5	-18	0.0
Cc1ccc(C2N3CC4(C)CN2CC(C)(C3)C4O)cc1 (stereo not given)	-4	-1.9	5	-0.1
CCOC(=O)c1nc(C)n(-c2ccc(Cl)cc2[N+](=O)[O-])n1	1	0.9	9	-0.1
CCOC(=O)C1CCN(S(=O)(=O)c2ccc(C)c(C)c2C)CC1	11	-1.7	10	0.7
Cc1ccc(N(C(C)C(=O)NCCSC(C)(C)C)S(C)(=O)=O)cc1 (stereo not given)	7	1.1	14	-0.1
CN1CCN(c2nc3c(c(=O)[nH]c(=O)n3C)n2CCCc2ccccc2)CC1	0	3.8	17	-0.2
Cc1ccc(C)c2sc(OC3CCN(C(=O)c4cccc(C#N)c4)CC3)nc12	-9	0.6	4	0.5

The list goes on:
SMILES	TEAD-YAP inh	GPR151 activ	MITF primary	FBW7 act
CC1=NOC(=O)/C1=C\c1ccc(-c2ccc(Cl)c(C(=O)O)c2)o1	-1	-0.2	15	0.0
O=C(C1=C(O)C(=O)N(c2ccccc2)C1c1ccc([N+](=O)[O-])cc1)c1cccs1 (stereo not given)	-12	-0.7	5	-0.1
N#Cc1ccccc1NC(=O)c1c(O)c2cccc3c2n(c1=O)CC3	2	-1.1	2	0.0
CC1CCN(c2nc(Cl)nc(Nc3ccc4c(c3)OCO4)n2)CC1	-41	0.9	-6	-0.3
COc1ccc2cc(C3CC(c4ccc(OC)c(OC)c4)=NN3C(=O)CCC(=O)O)c(Cl)nc2c1 (stereo not given)	-2	0.2	10	0.3
COCCNC(=O)c1nn2c(c1Cl)NC(c1ccc(Br)cc1)CC2C(F)(F)F (stereo not given)	11	-0.7	3	0.3
CCn1c(=O)n(CC(=O)N2CCC(C(N)=O)(N3CCCCC3)CC2)c(=O)c2ccccc21	-1	0.9	13	0.1
COc1cccc(NC(=O)COC(=O)c2cccnc2)c1	2	0.1	14	0.3
C/C=C(\C)CN1C[C@H](Sc2ccc(OC)cc2)C[C@H]1C(=O)N(C)Cc1ccon1	15	-0.5	-2	0.0
N#Cc1c(Oc2ccccc2)cc(Oc2ccccc2)cc1S(=O)(=O)Cc1ccccc1	-1	1.4	-3	0.0
C=CCNC(=O)c1ccccc1NC(=O)c1ccccc1	-1	-1.4	-9	1.0
COc1ccc(CNS(=O)(=O)c2cc(Br)cc3c2N(C(C)=O)CC3)cc1	-10	-0.5	-8	0.0
COc1ccc(S(=O)(=O)NCC(c2ccco2)S(=O)(=O)c2ccccc2)cc1C (stereo not given)	1	-0.2	15	0.0
CC(=O)N1c2ccc(S(=O)(=O)N3CCCC3C(=O)Nc3ncccc3C)cc2CC1C (stereo not given)	2	-1.1	10	0.2
CCOc1ccc(NC(=O)CC(=O)c2cccc(NC(=O)COc3ccc(C(C)(C)CC)cc3C(C)(C)CC)c2)cc1	-1	0.3	14	0.1
CCN(CC)CCn1c(=S)[nH]c2cc(C(=O)NC3CCCCC3C)ccc2c1=O (stereo not given)	-3	0.3	-7	0.1
COc1ccc(OC)c(NS(=O)(=O)c2ccc3c(c2)SC(C)CN3C(C)=O)c1 (stereo not given)	-5	-0.3	0	0.1
Cc1ccc(S(=O)(=O)c2n[nH]n3c2nc(=O)c2ccccc23)cc1	7	0.9	-1	0.0
COc1ccc(Br)cc1/C=C1\N=C(c2ccco2)OC1=O	-3	1.3	-6	-0.1
O=C(CC1C(=O)NCCN1C1Cc2ccccc2C1)NCCc1cccs1 (stereo not given)	4	2.4	-10	-0.1
Nc1ccc(C(=O)Nc2ccc(N)cc2NC(=O)c2ccc(N)cc2)cc1	-2	2.0	2	-0.1
CCOc1ccccc1C1Nc2ccccc2NC2=C1C(=O)CC(C)(C)C2 (stereo not given)	-5	-1.4	-2	-0.1
O=C(CCN1C(=O)c2ccccc2C1=O)Nc1cc([N+](=O)[O-])ccc1O	3	5.8*	-14	0.1
